Screening results deposited in PubChem BioAssay by several laboratories.
GRK2 inh – compounds blocking aptamer binding on GRK2 – biochemical, human GRK2, bead flow cytometry, HTS, primary screen; inhibition of aptamer binding, % at 10 µM; FAM-aptamer displacement from GRK2; 330,000 compounds, 0.59% hits; Beta-adrenergic receptor kinase 1 (Homo sapiens), P25098;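 active means inhibition of aptamer binding above 40%, roughly 3 SD of noise, on plates passing a quality check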;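 further: median bead fluorescence of bound FAM aptamer so fluorescent compounds give negative values; no value below 0 was filed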
BCLXL inh – inhibitors of human Bcl-xL, primary screen, biochemical, fluorescence polarization, HTS; AID 2129, 2009; inhibition, % at 10.9 µM; Bcl-2-like protein 1 (Homo sapiens), Q07817; GST-Bcl-xL / FITC-Bim BH3 peptide fluorescence polarization; 320,000 compounds, 0.7% hits;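 active means inhibition above the mean of all tested compounds plus 3 SD, cutoff set per campaign, cut at about 30% in these data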;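 further: 0% = DMSO wells and 100% = unlabeled Bim-BH3 peptide competitor; inhibitors lower millipolarization by displacing the labeled peptide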
Target sequence (Q07817 whole entry, looked up): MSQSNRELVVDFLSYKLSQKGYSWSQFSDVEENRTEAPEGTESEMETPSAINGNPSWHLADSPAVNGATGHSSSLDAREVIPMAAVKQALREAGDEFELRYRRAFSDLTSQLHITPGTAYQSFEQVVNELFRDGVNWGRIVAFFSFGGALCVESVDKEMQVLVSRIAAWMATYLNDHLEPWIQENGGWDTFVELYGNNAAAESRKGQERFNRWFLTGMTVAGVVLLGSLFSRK
AGP1-GFP MLPCN – modulators of AGP1-GFP expression in yeast TOR pathway, primary screen, cell-based, multiplex flow cytometry, S. cerevisiae, MLPCN library. 3 h; GFP as percent of DMSO wells. GFP response vs DMSO, % at 10 µM. 320,000 compounds, 0.02% hits. AID 2066, 2009;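 active means GFP response relative to DMSO above a set limit, near screen average plus 3 SD, cut at about 150% in these data; inconclusive means fewer than 70 cells counted for the yeast strain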;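 further: median GFP channel fluorescence of the gated AGP1 strain per well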
Fam108B inh – mouse Fam108B serine hydrolase inhibitors, primary screen, counter-screen for RBBP9 inhibitor project, biochemical, fluorescence polarization. recombinant Fam108B, FP-Rh probe fluorescence polarization. inhibition, % at 9.51 µM. 300,000 compounds, 0.33% hits. AID 1947, 2009;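 active means inhibition above the screen mean inhibition plus 3 SD, computed separately per campaign, cut at about 18% in these data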;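 further: inhibitors lower polarization as less probe binds the enzyme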
VLA-4 inh – inhibition in human VLA-4 binding assay, primary screen, VLA-4 allosteric modulator project, MLPCN library, flow cytometry, VLA-4 expressing cells; ligand binding flow cytometry; inhibition, % (about 7 µM as worked out from the volumes in the protocol); 330,000 compounds, 0.2% hits; AID 2557, 2010; in the data active means inhibition above about 50%
CIT2 TOR yeast – modulators of CIT2-GFP expression in yeast, primary screen, S. cerevisiae, GFP fusion, multiplex flow cytometry, MLPCN library | S. cerevisiae CIT2-GFP strain, 3 h; 100 means same as DMSO wells | GFP response vs DMSO, % at 10 µM | 320,000 compounds, 0.065% hits;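 active means GFP response relative to DMSO above a set limit, near the screen mean plus 3 SD, cut at about 150% in these data; inconclusive means Fewer than 70 cells measured for a yeast strain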;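 further: ratio of well median GFP fluorescence to mean of DMSO wells on the plate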
MEX-5 binding – MEX-5 zinc finger RNA-binding disruptors – biochemical, C. elegans, fluorescence polarization, MLPCN library, primary screen; Zinc finger protein mex-5 (Caenorhabditis elegans), Q9XUB2; MEX-5/FITC-TCR2 RNA binding; active compounds read low; activity score (negative = inhibition of binding), % at 10 µM; 300,000 compounds, 0.38% hits;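 active means inhibition past about -25% in most replicates, and total fluorescence under double the plate's negative control median, limit read from the data; inconclusive means replicates evenly split on the limit, or fluorescence at least double controls; inactive means too little inhibition in most replicates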;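 further: 0% = DMSO and -100% = 5 µM competing unlabeled TCR2 RNA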
MCL1-BIM inh – inhibitors of MCL1 binding to BIM-BH3, primary screen, biochemical, fluorescence polarization. Induced myeloid leukemia cell differentiation protein Mcl-1 (Homo sapiens), Q07820. GST-MCL1 / FITC-Bim-BH3 fluorescence polarization. inhibition, % at 10.9 µM. 320,000 compounds, 0.68% hits;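 active means inhibition above the mean inhibition of all tested compounds plus 3 SD, set per campaign, cut at about 40% in these data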;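 further: 0% = DMSO wells and 100% = unlabeled Bim-BH3 peptide control; higher means more loss of mP so more displacement of Bim peptide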
Target sequence (Q07820 whole entry, looked up): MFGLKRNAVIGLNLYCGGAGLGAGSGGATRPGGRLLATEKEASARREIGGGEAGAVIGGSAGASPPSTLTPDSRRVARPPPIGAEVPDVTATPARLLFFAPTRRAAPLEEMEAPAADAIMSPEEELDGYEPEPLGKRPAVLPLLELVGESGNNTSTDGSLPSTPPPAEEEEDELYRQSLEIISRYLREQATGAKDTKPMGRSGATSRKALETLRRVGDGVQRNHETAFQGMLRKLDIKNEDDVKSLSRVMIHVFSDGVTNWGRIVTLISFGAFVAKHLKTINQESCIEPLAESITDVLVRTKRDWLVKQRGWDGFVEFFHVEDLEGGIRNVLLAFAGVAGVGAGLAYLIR
GLD-1 TGE inh – GLD-1/TGE RNA complex disruptors, primary screen, biochemical, fluorescence polarization | AID 2280, 2010 | 320,000 compounds, 0.44% hits | purified GLD-1 + fluorescein TGE RNA | inhibition, % at 5.96 µM;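 active means percent inhibition above a per-plate cutoff, the plate mean of test compounds plus 3 SD, cut at about 30% in these data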;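 further: 0% = DMSO wells with GLD-1 and probe and 100% = wells lacking GLD-1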
Target sequence (Q17339 whole entry, looked up): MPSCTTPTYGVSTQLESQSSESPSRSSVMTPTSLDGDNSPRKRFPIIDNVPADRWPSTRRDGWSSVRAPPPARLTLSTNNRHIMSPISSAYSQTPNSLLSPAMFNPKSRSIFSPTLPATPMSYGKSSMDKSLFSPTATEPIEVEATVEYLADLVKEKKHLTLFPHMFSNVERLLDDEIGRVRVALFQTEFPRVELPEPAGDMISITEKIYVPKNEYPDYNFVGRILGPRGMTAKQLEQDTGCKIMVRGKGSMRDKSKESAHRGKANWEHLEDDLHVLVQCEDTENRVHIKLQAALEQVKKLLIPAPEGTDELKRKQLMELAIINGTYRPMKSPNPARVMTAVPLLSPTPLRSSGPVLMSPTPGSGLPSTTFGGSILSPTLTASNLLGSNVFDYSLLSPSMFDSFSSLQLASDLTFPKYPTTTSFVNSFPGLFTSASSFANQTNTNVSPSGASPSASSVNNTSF
* marks the source's active call; other numbers are inactive results; ? = inconclusive; . = not tested or not shown.

SMILES	GRK2 inh	BCLXL inh	AGP1-GFP MLPCN	Fam108B inh	VLA-4 inh	CIT2 TOR yeast	MEX-5 binding	MCL1-BIM inh	GLD-1 TGE inh
Clc1ccccc1-c1nc2nc3ccccc3nc2n1-c1ccc2c(c1)OCO2	0	3	99	2	10	76	1.8	1	3
COc1ccc(S(=O)(=O)N2CCN(C(=O)CN3C(=O)NC(C)(c4ccc5ccccc5c4)C3=O)CC2)cc1 (centres undefined)	3	4	87	3	-5	95	5.8	5	3
O=C(O)CSc1nc2ccccc2nc1Cc1ccccc1F	0	0	103	-5	8	94	-2.2	3	6
COc1ccc2[nH]c(=O)c(CNc3cccc(C)c3)cc2c1	5	25	101	6	10	101	-0.7	30	8
COc1ccc(NC(=O)C2CCCN(C(=O)c3ccc(Cl)cc3)C2)cc1Cl (centres undefined)	3	-3	91	.	9	93	.	-6	5
COc1ccc(OC)c(-c2csc(N(C)C(=O)c3ccco3)n2)c1	0	0	95	-1	-4	101	1.4	-3	2
S=C(NCCN1CCOCC1)Nc1ccccc1Cl	1	1	101	3	3	104	-1.5	2	-4
C(=N\n1cnnc1)/c1cccs1	0	0	104	-3	0	108	-1.5	-5	-5
COc1ccc(OC)c(C(C(=O)NCc2ccco2)N(C(=O)Cn2nnc3ccccc32)C(C)C)c1 (centres undefined)	0	3	103	-1	-1	104	-1.5	-9	7
O=C(Nc1nc2ccccc2s1)C1CC(=O)N(c2ccccc2)C1 (centres undefined)	6	0	103	0	-8	111	0.7	-5	13
CCCN(CC1CC1)c1nc(N)c(C#N)c(CC#N)c1C#N	0	-2	99	0	21	100	-1.1	-6	1
CCOc1ccc(N(CC(=O)NCc2ccc3c(c2)OCO3)C(=O)c2csnn2)cc1	1	3	106	4	-6	99	1.8	-1	-2
CNC(=O)c1cccc(NC(=O)c2ccccc2OCc2ccccc2)c1	0	-1	97	0	3	96	1.0	-1	-3
CCOc1ccc(Nc2nc(N)c([N+](=O)[O-])c(N3CCOCC3)n2)cc1	4	0	96	4	13	109	1.9	2	2
CC1CC(C)CN(C(=O)COC(=O)c2c[nH]c3ccccc23)C1 (centres undefined)	4	-4	98	.	-3	106	.	-2	2
O=c1[nH]nc(Cc2ccc(-c3ccccc3Cl)o2)c2ccccc12	2	1	.	0	5	93	-2.2	5	4
CN(NC(=O)Nc1ccccc1)c1cnn(C)c(=O)c1Cl	0	1	86	0	0	84	.	-8	-1
CCOc1ccccc1OCC(=O)Nc1ccccc1C(=O)NC1CC1	4	3	103	3	5	95	-2.1	-4	2
CCC1(C)CC(=O)N(c2ccc(F)c(Cl)c2)C(=O)C1	2	2	100	-5	17	98	1.3	-2	-1
COCCCN1C(=O)C(=O)/C(=C(/O)c2ccc(S(=O)(=O)N3CCOCC3)cc2)C1c1ccc(C(C)C)cc1 (centres undefined)	0	4	96	0	-9	109	2.3	-2	16
COc1coc(C(O)C[N+](=O)[O-])cc1=O (centres undefined)	4	8	101	0	2	99	0.2	23	5
COc1ccc(O[C@H]2C=C[C@@H](c3ccccc3)O[C@@H]2CO/N=C(\C)CCC(=O)OC[C@H]2O[C@H](c3ccccc3)C=C[C@@H]2Oc2ccc(OC)cc2)cc1	0	9	94	0	-3	113	-2.0	8	1
O=C(c1ccc2c(c1)CCN2S(=O)(=O)c1ccccc1)N1CCN(c2ccccc2F)CC1	0	2	98	0	-4	105	2.0	29	1
COc1ccc(NC(=O)C2CCN(S(=O)(=O)c3cccnc3)CC2)cc1Cl	0	0	102	3	-8	97	-2.4	5	5
COc1ccc(C(=O)OCC(=O)Nc2c(C)cccc2C)cc1	0	4	98	-1	12	101	-1.6	1	-1
O=C(OC1CCc2ccccc2C1=O)c1ccccc1O (centres undefined)	11	13	91	-8	12	83	.	4	-5
CCn1c(COc2ccccc2C(N)=O)nc2ccccc21	0	5	102	-3	-13	100	-1.0	5	3
Cc1ccc(C(=O)NCC(=O)O)o1	4	2	97	1	7	101	-0.4	2	7
CCN1C(=O)[C@H]2[C@@H](c3ccc(C)cc3)N3C(=O)N(c4cccc(Cl)c4)C(=O)[C@@]3(Cc3ccc(Cl)cc3)[C@H]2C1=O	0	0	109	-5	-8	101	.	2	-1
O=C(NC1CC2CCC(C1)N2Cc1ccccc1)c1ccccc1Cl (centres undefined)	0	4	97	-3	-2	98	-0.8	-10	1
COc1ccc(OC)c(NC(=O)C2CC(=O)N(c3ccc(Br)cc3)C2)c1 (centres undefined)	4	5	89	1	-1	89	2.4	7	2
Cc1cc(C)c2[nH]c(=O)c(C(c3nnnn3Cc3ccc4c(c3)OCO4)N3CCCC3)cc2c1 (centres undefined)	0	2	90	-5	-2	89	-0.3	2	13
Clc1ccc(Cn2ccc(C3CC3)n2)cc1	0	7	109	1	0	99	0.6	12	7
CC(=O)N[C@@H]1[C@@H](O)[C@@H]2OC(c3ccccc3)OC[C@H]2O[C@@H]1N=[N+]=[N-] (some centres undefined)	0	-9	106	-2	11	108	-0.3	-14	0
O=C(CN1Cc2ccccc2C1=O)Nc1ccc2c(c1)OCCO2	0	2	98	4	-1	94	-0.5	-4	6
COc1ccc(-n2c(-c3ccc(Cl)cc3)c[n+]3c2CCc2ccccc2-3)cc1	0	0	96	0	1	89	1.6	-9	-4
NS(=O)(=O)c1ccc(NC(=O)C(Sc2ccccc2)c2ccccc2)cc1 (centres undefined)	0	-1	90	-7	1	101	-0.7	-12	6
Cc1cc(C)n2nc(-c3sccc3-n3cccc3)cc2n1	0	2	100	5	-2	94	-2.7	3	8
CCc1nc2ccc(C(=O)NCc3ccccc3)cc2nc1CC	0	2	84	-4	-119	87	0.1	5	-7
O=C(c1cccs1)c1no[n+]([O-])c1C(=O)c1cccs1	0	4	81	2	32	84	-11	6	3
Cn1c(C(=O)N2CCN(c3cccc(C(F)(F)F)c3)CC2)cc2sccc21	0	2	105	0	-5	.	0.4	1	7
CNC(=O)CS(=O)CC(=O)Nc1cc(OCCOC)c(Cl)cc1Cl (centres undefined)	5	6	101	-2	8	101	0.2	1	-3
Cc1cccc(C2Nc3ccccc3C(=O)N2c2ccccc2)n1 (centres undefined)	4	3	99	-3	1	95	-0.2	6	-4
O=C(O)c1cc(=O)[nH]c2ccc(S(=O)(=O)Nc3ccc(F)cc3)cc12	5	1	100	-2	4	105	-0.3	3	0
COc1cccc(CNC(=O)CSc2nnc3c(n2)[nH]c2ccc(F)cc23)c1	0	4	97	4	-12	96	-0.3	2	4
Cn1c(SCC(=O)N/N=C/c2cccnc2)nnc1-c1ccccc1	0	1	98	-1	-7	101	-0.6	-6	2
COC(=O)c1ccc(CN(Cc2ccc(C(=O)OC)o2)C(C)(C)C)o1	0	5	101	-2	16	103	0.5	8	3
COc1cc(OC)c2c(-c3ccccc3)cc(=O)oc2c1C(CCN1CCCC1)c1ccc2c(c1)OCO2 (centres undefined)	0	0	83	0	9	73	-0.2	7	0
CCOc1ccc(N2CC(C(=O)NCc3ccco3)CC2=O)cc1 (centres undefined)	0	1	97	-1	-4	110	-4.2	-2	7
CCCNC(=S)NNC(=O)c1cccs1	3	-2	103	-4	10	99	.	2	2
COc1ccccc1/C=C/c1nc(C#N)c(N(C)C)o1	0	3	91	0	-13	96	-0.7	2	-7
COc1ccc(OC)c(S(=O)(=O)N2CCCCCC2)c1	3	-2	99	-2	2	93	1.5	-9	-7
CC(NC(=O)c1cc2cc(Br)ccc2oc1=N)c1ccccc1 (centres undefined)	19	3	86	4	11	102	2.1	4	5
Cc1ccc(C(=O)NCC(=O)NC2CCCCCC2)cc1	0	4	87	-3	3	96	1.3	8	-8
COc1cc(/C=N/n2c(C3CCCCC3)n[nH]c2=S)ccc1O	15	.	95	.	3	110	-0.3	.	.
Cc1ccc(S(=O)(=O)N2CCCC2C(=O)NC2=NCCS2)cc1 (centres undefined)	1	1	112	-4	3	108	-0.8	5	1
CCOc1ccc(NC(=O)CCNS(=O)(=O)c2cccc3nsnc23)cc1	1	-1	105	2	-7	109	2.1	2	2
CN(Cc1nc(C(c2ccccc2)c2ccccc2)no1)CC1COCCO1 (centres undefined)	4	1	82	-3	24	83	1.2	1	2
CC(C)=CCC/C(C)=C/CNC(=O)CC1C[C@H](C(=O)N2CCCCC2)[C@@]2(C)c3[nH]c4ccccc4c3CCN2C1=O (some centres undefined)	14	.	88	.	-24	89	.	.	0
COc1ccc(Cl)cc1NC(=O)C[n+]1cccc(C)c1	0	-2	?	-4	2	?	-1.7	-5	-9

Reformatted: entries from further up
| Molecule | GRK2 inh | BCLXL inh | AGP1-GFP MLPCN | Fam108B inh | VLA-4 inh | CIT2 TOR yeast | MEX-5 binding | MCL1-BIM inh | GLD-1 TGE inh |
| --- | --- | --- | --- | --- | --- | --- | --- | --- | --- |
| Cc1ccc(S(=O)(=O)N2CCCC2C(=O)NC2=NCCS2)cc1 (centres undefined) | 1 | 1 | 112 | -4 | 3 | 108 | -0.8 | 5 | 1 |
| O=C(O)c1cc(=O)[nH]c2ccc(S(=O)(=O)Nc3ccc(F)cc3)cc12 | 5 | 1 | 100 | -2 | 4 | 105 | -0.3 | 3 | 0 |
| COc1ccc(Cl)cc1NC(=O)C[n+]1cccc(C)c1 | 0 | -2 | ? | -4 | 2 | ? | -1.7 | -5 | -9 |

The list goes on.
SMILES	GRK2 inh	BCLXL inh	AGP1-GFP MLPCN	Fam108B inh	VLA-4 inh	CIT2 TOR yeast	MEX-5 binding	MCL1-BIM inh	GLD-1 TGE inh
CC1(C)C2CCC(C2)C1(C)NC(=O)CNC1CCCCC1 (centres undefined)	0	4	100	3	1	89	3.7	2	3
CCOC(=O)CCC(NC(=O)c1ccccc1C(=O)NC(CCC(=O)OCC)C(=O)OCC)C(=O)OCC (centres undefined)	0	-1	112	1	-5	.	0.7	-1	-10
CN(CC1COc2ccccc2O1)C(=O)CSc1ncccn1 (centres undefined)	6	.	104	.	-2	110	.	.	-1
Cc1nn(-c2ccccc2)c(C)c1C(=O)NCc1cccs1	0	1	96	-2	-1	95	-1.8	2	2
O=C(Nc1ccn(Cc2ccccc2F)n1)c1ccc(COc2cc(Cl)ccc2Cl)o1	1	-3	106	-17	.	101	3.7	-5	2
O=C(Nc1nc2c(ccc3ccccc32)s1)c1ccco1	0	-7	85	-11	15	78	-3.2	-4	2
Cc1ccc(-c2cc(C(F)(F)F)c(C#N)c(SCC(=O)O)n2)cc1	2	0	106	-4	10	99	0.7	0	5
O=C(NCCCSc1ccccc1)c1ccc(=O)[nH]c1	2	2	99	1	17	99	1.2	-2	3
Cc1ccc([N+](=O)[O-])cc1NC(=O)CSc1nncn1-c1ccccn1	1	9	104	-1	6	105	-0.1	7	4
COC(=O)C1C(=O)C=C(Nc2ccc(F)cc2F)CC1c1ccccc1 (centres undefined)	0	-3	101	4	3	88	.	5	-8
Cc1ccc(OCCOCCOc2cccc3cccnc23)c(Br)c1	0	-2	89	-4	12	91	1.5	-4	4
